STK33 kinase inh – blocks human STK33 kinase activity; 320,000 tested, 0.073% active; purified STK33, MBP phosphorylation, ADP-Glo luminescence; AID 2661; inhibition, % at 10 µM; Q9BYT3;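 active = inhibition at or above 25%, using the most active replicate where run in duplicate; inactive = inhibition below 25%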
Target sequence (Q9BYT3 whole entry, looked up): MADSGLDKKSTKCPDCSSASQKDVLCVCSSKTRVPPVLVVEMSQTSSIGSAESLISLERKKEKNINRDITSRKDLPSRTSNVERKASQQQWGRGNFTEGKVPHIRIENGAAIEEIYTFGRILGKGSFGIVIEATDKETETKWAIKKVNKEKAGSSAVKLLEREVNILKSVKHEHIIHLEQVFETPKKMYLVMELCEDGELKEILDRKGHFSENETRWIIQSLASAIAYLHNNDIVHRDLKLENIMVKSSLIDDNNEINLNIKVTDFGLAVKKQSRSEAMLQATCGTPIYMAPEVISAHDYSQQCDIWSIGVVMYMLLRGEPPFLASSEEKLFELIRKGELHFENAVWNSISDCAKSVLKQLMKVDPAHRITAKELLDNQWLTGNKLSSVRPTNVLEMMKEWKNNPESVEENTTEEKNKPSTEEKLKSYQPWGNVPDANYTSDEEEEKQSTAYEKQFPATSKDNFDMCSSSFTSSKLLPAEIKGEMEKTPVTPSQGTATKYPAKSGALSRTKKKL
OX1R antag – antagonists of human orexin 1 receptor (OX1R) | OX1R-expressing cells, FRET antagonist read-out | 330,000 tested, 1.8% active | AID 485270 | inhibition, % at 6.6 µM | O43613; in the data active = inhibition mostly above about 38%, no sharp cut-off; inactive = mostly below about 40%;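 note: 0% = agonist challenge alone and 100% = reference antagonist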
Target sequence (O43613 whole entry, looked up): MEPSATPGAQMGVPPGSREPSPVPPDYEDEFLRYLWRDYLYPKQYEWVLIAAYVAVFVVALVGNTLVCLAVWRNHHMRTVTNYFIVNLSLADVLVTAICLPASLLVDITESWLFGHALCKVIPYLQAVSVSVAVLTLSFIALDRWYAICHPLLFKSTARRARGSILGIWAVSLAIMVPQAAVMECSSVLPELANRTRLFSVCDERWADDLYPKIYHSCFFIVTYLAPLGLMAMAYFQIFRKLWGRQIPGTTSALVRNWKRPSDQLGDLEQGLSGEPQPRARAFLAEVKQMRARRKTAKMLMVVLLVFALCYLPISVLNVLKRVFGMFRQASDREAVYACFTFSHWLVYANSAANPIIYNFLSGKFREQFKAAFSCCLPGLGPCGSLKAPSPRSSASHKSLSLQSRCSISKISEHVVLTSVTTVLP
Active calls of the source: *; . = no result given.

compound,STK33 kinase inh,OX1R antag
CCN(CC(=O)Nc1ccc(OC)cc1)C(=O)C1CCN(C(=O)c2ccc(Cl)cc2)CC1,0.8,1.1
Cc1nn(CCCC(=O)Nc2ccccn2)c(C)c1[N+](=O)[O-],-1.4,7.5
O=C(CCSc1ccc(Cl)cc1)N1CCN(S(=O)(=O)c2ccccc2)CC1,-1.7,-0.6
CC(C)(C)NC(=O)Cn1c(=O)c(=O)n(Cc2ccccc2)c2ccc(Cl)cc21,0.3,20.7
CCOC(=O)C1CCN(C(=O)COC(=O)CCOc2ccc(C)cc2)CC1,-2.8,7.4
COc1ccc(S(=O)(=O)N2CCN(C/C=C/c3ccccc3)CC2)cc1NC(C)=O,-1.1,15.3
O=C(OCc1c(F)cccc1Cl)c1cc([N+](=O)[O-])ccc1N1CCOCC1,-0.2,20.5
CCOC(=O)COn1c(=O)c(-c2ccccc2)[n+]([O-])c2ccccc21,-1.5,25.6
CC(NC(=O)[C@@H](NC(=O)[C@@H]1Cc2ccccc2CN1)C(C)C)c1ccccc1 (stereo partly drawn),3.5,26.2
Nc1nc(Br)c2c(F)cccc2c1-c1ccc(Cl)cc1,-1.3,5.9
S=c1[nH]nc(-c2ccccn2)n1/N=C/c1ccc(-c2ccccc2Cl)o1,-2.7,1.6
N/C(=N\OC(=O)C(c1ccccc1)c1ccccc1)c1ccccn1,-0.9,6.7
COC(=O)c1ccc2ccn(CC(=O)NC3CCCCC3)c2c1,0.6,16.4
O=C(CCNS(=O)(=O)c1ccccc1Cl)N1CCN(c2ccccn2)CC1,-1.0,-2.0
CCOc1ccccc1C(=O)OCC(=O)Nc1cccc(S(=O)(=O)N2CCCC2)c1,-0.2,4.1
COC(=O)Cn1c(N)[n+](Cc2ccccc2)c2ccccc21,-3.0,32.1
O=C(CNC(=O)c1ccco1)Nc1ccc(OC(F)F)cc1,-1.5,.
N#Cc1ccccc1S(=O)(=O)N1CCN(C(=O)c2cc(-c3ccccc3)nn2-c2ccccc2)CC1,-0.5,1.5
Cc1ccc(C(=O)Nc2cccc3[nH]c(C(F)(F)F)nc23)cc1,0.8,2.6
O=C(NC1CCCCC1)NC1CCN(S(=O)(=O)Cc2ccccc2)CC1,-1.9,12.1
C[C@@H]1CN(c2nc3nonc3nc2N2CCSCC2)C[C@H](C)O1,-0.4,51.9
Fc1ccc(CN2CCCN(Cc3nc(-c4ccc5c(c4)OCO5)no3)CC2)cc1,2.8,20.6
CCOC(=O)C1=C(C)OC(N)=C(C#N)C1c1cc2ccccc2nc1N1CCCCC1 (stereo not drawn),-0.3,15.4
c1ccc2c(c1)nc(N1CCOCC1)c1nncn12,1.2,23.8
COC(=O)c1cn(C(=O)c2ccc(C)c(C)c2)c2ccccc12,-1.3,-4.2
CN1/C(=C\C(=O)COC(=O)C2COc3ccccc3O2)C(C)(C)c2ccccc21 (stereo not drawn),0.7,6.6
CS(=O)(=O)N1Cc2ccccc2CC1C(=O)OCC(=O)NCc1ccccc1 (stereo not drawn),0.6,13.2
CCOc1cc(C)c(Cl)cc1S(=O)(=O)n1ccnc1,0.1,30.1
Fc1cc2nccnc2cc1N1CCSCC1,1.9,12.2
CC(C)Cn1c(N)c(C(=O)COC(=O)c2cc(C(F)(F)F)nc3ccccc23)c(=O)n(C)c1=O,-0.6,15.0

Reformatted as labelled records: part of the list above.
CC(C)(C)NC(=O)Cn1c(=O)c(=O)n(Cc2ccccc2)c2ccc(Cl)cc21
  STK33 kinase inh = 0.3 | OX1R antag = 20.7
CCOC(=O)C1CCN(C(=O)COC(=O)CCOc2ccc(C)cc2)CC1
  STK33 kinase inh = -2.8 | OX1R antag = 7.4

Additional results follow:
compound,STK33 kinase inh,OX1R antag
Nc1cnc(CNc2ccccc2Cl)cn1,-0.1,20.5
O=C(COC(=O)c1ccccc1-c1nc2ccccc2s1)NC1CCS(=O)(=O)C1 (stereo not drawn),-1.9,10.2
CCC1(c2ccccc2)NC(=O)N(CC(=O)Nc2cc(Cl)ccc2N2CCOCC2)C1=O (stereo not drawn),7.4,-2.9
CNC(=S)N1CCN(S(=O)(=O)c2ccc3ccccc3c2)CC1,-0.5,12.8
CC1CC(C)CN(CCCNC(=O)CN2C(=O)c3cccnc3Oc3ccccc32)C1 (stereo not drawn),-1.1,4.8
O=C(O)CNC(=S)N(Cc1ccccc1)Cc1ccccc1F,0.4,5.8
Cc1ccc(S(=O)(=O)N2CCC(C(=O)OCC(=O)N(CCC#N)c3ccc(F)cc3)CC2)cc1C,0.2,17.6
Cc1cc(C)c(C#N)c(SCC(=O)N(C)C2CCCCC2)n1,-0.5,11.1
Cc1cccc(N=C2NC(=O)/C(=C/c3cn(C)c4ccccc34)S2)c1,-2.3,27.6
CN(c1cccc(NC(=O)CN2C(=O)c3ccccc3S2(=O)=O)c1)S(C)(=O)=O,-1.4,27.9
COc1ccc2c3c([nH]c2c1)[C@H]1C[C@H]2[C@H](C[C@@H](O)[C@H](OC)[C@H]2C(=O)O)CN1CC3,-2.4,10.9
O=C(C1CCCCC1)N1CCN=C1SCc1cccnc1,1.7,11.1
COc1ccc(N2C(=O)C3ON(C4SC(=S)N(C)C4(C)C)C(c4ccc([N+](=O)[O-])cc4)C3C2=O)cc1 (stereo not drawn),4.2,0.5
Cc1nn(-c2ccccc2)c(C)c1/C=N/NC(=O)CSc1nnc(SCc2ccccc2Cl)s1,1.1,23.9
O=C(CC1CCCCC1)OCn1nnc2ccccc2c1=O,-0.7,10.9
Cc1ccc(C(=O)N2CCN(C(=O)N3CCOCC3)CC2)cc1,-1.3,5.2
O=S(=O)(c1cccc(F)c1)N1CCN(Cc2cc3c(cc2Br)OCCO3)CC1,-0.8,9.9
Cc1cccc(C)c1NC(=O)CSCCO,-2.0,0.5
O=S(=O)(c1ccc2c(c1)CCCN2)N1CCCC2CCCCC21 (stereo not drawn),0.1,7.6
C/C(CC(=O)Nc1cc(Cl)ccc1C)=N\NC(N)=O,-1.4,11.2
COc1ccccc1C1CC(c2ccc(F)cc2)Nc2ncnn21 (stereo not drawn),-1.7,17.8
CCC1CCCCN1C(=O)c1sc2nc(C)nc(N(CC)CC)c2c1C (stereo not drawn),-2.6,12.6
O=Cc1ccc(-n2cccn2)cc1,-0.7,0.8
Cc1cc(C(=O)N/N=C/c2ccc([N+](=O)[O-])o2)c(C)o1,-0.7,31.8
CC(C)(C)c1csc(NC(=O)Cn2c(=O)oc3ccccc32)n1,-1.7,8.3
CCN(CC)C(=O)CSc1nc2cc3c(cc2c(=O)n1Cc1ccc(OC)cc1)OCO3,2.1,13.5
Cc1ccc(NC(=O)CN2CCN(c3ccccn3)CC2)cc1S(=O)(=O)N(C)C,0.6,3.3
Cc1ccc(S(=O)(=O)Nn2c(C)nnc2-n2nc(C)cc2C)cc1,-0.8,14.1
Cc1ccc(C)c(Cc2c(C)nc3c(C(=O)N4CCOCC4)cnn3c2C)c1,-1.7,-3.2
C=CCNc1nc(N2CCOCC2)nc(N2CCOCC2)n1,-2.7,-3.7
COc1ccccc1OCc1csc(NC(=O)c2ccco2)n1,-1.8,28.7
COc1ccc(OC)c(C2C(C(C)=O)=C(O)C(=O)N2CCc2ccc(OC)c(OC)c2)c1 (stereo not drawn),-0.4,-11.2
CCN(c1ccccc1)S(=O)(=O)c1cccc(C(=O)NCc2ccncc2)c1,-2.0,22.3
CC(=O)Nc1ccc(S(=O)(=O)N2CCN=C2SCc2ccc(F)cc2)cc1,-0.2,22.8
C=CCN(C(=O)C1CC(=O)N(C2CCCC2)C1)c1nc(-c2ccc(S(C)(=O)=O)cc2)cs1 (stereo not drawn),0.3,13.9
CC(=O)N1CCc2cc(S(=O)(=O)Nc3ccc(C)cc3C)ccc21,-2.1,5.2
CCOC(=O)c1sc2nc3c(cc2c1N)COC(C)(C)C3,0.3,24.1
CCn1ccnc1CN(C)C(=O)C1CCC(=O)N(Cc2cccc(F)c2)C1 (stereo not drawn),5.6,4.2
COc1ccccc1N1CCN(S(=O)(=O)c2cc(-c3cc(C)no3)ccc2C(C)C)CC1,-1.6,4.4
O=C(CO/N=C/c1ccc(OC(F)F)cc1)N1CCc2ccccc21,-0.9,19.6
CC1CCCC(C)N1C(=O)COC(=O)Cn1cnc2c1c(=O)n(C)c(=O)n2C (stereo not drawn),-1.7,15.6
COCCN1Cc2cccc(C(=O)Nc3ccc(S(=O)(=O)N4CCCCCC4)cc3)c2C1=O,-0.5,9.3
CC(=O)Nc1ccc(S(=O)(=O)N2CCN(C34CC5CC(CC(C5)C3)C4)CC2)cc1,-1.3,18.9
Cc1nc(CSc2nnc3scc(-c4ccccc4)n23)cs1,1.6,10.8
Cc1ccc2nc(-c3cccc(SC4CCCCC4)c3)c(NCc3ccccc3)n2c1,.,10.6

Later entries.
Value order: STK33 kinase inh | OX1R antag
Cc1ccc(COC(=O)c2cc([N+](=O)[O-])ccc2N2CCOCC2)cc1
→ 0.1 | 7.5
COc1ccc(N2CCN(C3CC(=O)NC3=O)CC2)cc1 (stereo not drawn)
→ -1.3 | 10.2
CN(C)/C=C(\C#N)S(=O)(=O)c1ccc(Cl)cc1
→ 0.0 | 1.1
COc1ccc(S(=O)(=O)N2CCN(C(=O)c3ccc(C)o3)CC2)cc1
→ -0.1 | 4.8
CC(C)c1c(O)nc(SCc2ccc(F)cc2)[nH]c1=O
→ -0.7 | 6.2
OC(c1cc(-c2ccc(C(F)(F)F)cc2)nc(C(F)(F)F)c1)C1CCCCN1 (stereo not drawn)
→ -0.5 | -15.9
O=[N+]([O-])c1ccccc1/C=N/NC1=NCCCCC1
→ -1.1 | 58.0
COc1ccccc1CN(CC(=O)NCc1ccco1)C(=O)CNS(=O)(=O)c1ccc(C)cc1
→ -0.5 | 34.1
O=C(C1=C(O)C(=O)N(Cc2ccco2)C1c1ccccc1)c1cccs1 (stereo not drawn)
→ -1.7 | 22.9
COc1ccc(-c2nnco2)cc1OC
→ -1.0 | 4.0
CCCCSc1nnc2nc(C)cc(C)n12
→ -0.7 | 6.4
COc1cc(NC(=O)c2cccc([N+](=O)[O-])c2C)ccc1NC(=O)c1ccco1
→ 1.4 | 6.7
COc1ccc(NCC(=O)Nc2cc(S(=O)(=O)N3CCOCC3)ccc2N2CCOCC2)c(OC)c1
→ -1.9 | 11.8
COc1cc(/C=C/C(=O)OCC(=O)c2ccc3c(c2)NC(=O)CO3)ccc1OC(F)F
→ 6.1 | 10.7
CC1CN(c2ccc(Cl)nn2)CC(C)O1 (stereo not drawn)
→ 8.7 | 29.7
COc1cc(CNCCO)ccc1OC1CCCC1
→ -1.6 | 10.8
O=C(CSc1nnc(Cc2ccccc2)n1-c1ccccc1)N1CCOCC1
→ -1.5 | 6.8
CCCCS(=O)(=O)N1CCN(S(=O)(=O)c2ccc(Cl)s2)CC1
→ -1.8 | 3.3
O=c1c(Cl)c(NCCO)ncn1-c1ccccc1
→ -1.3 | 13.1
CCOC(=O)C1(CCOc2ccccc2)CCN(Cc2ccc(OC)c(O)c2)CC1
→ -0.5 | 10.5
COc1ccc(-c2nc3n(c(=O)c2C#N)CCS3)c(OC)c1
→ 0.7 | -4.2
CC(C)n1cc(NC(=O)C2CC(c3cccc(Br)c3)=NO2)cn1 (stereo not drawn)
→ -0.4 | 23.2
Cc1nc2ccccn2c1C(=O)N=Nc1c(O)[nH]c2ccccc12
→ 0.5 | 44.6
CCOC(=O)c1sc(NC(=O)C2C3C=CC(C3)C2C(=O)O)nc1C (stereo not drawn)
→ -1.8 | 10.2
CCOc1ccc(C(=O)NCc2cccnc2)cc1[N+](=O)[O-]
→ 0.1 | 33.0
COc1ccc(-c2nn(CC(=O)NCCc3ccccc3)c(=S)n2C)cc1
→ -0.2 | 13.8
O=c1nccc(Nc2ccccc2)[nH]1
→ -1.0 | -7.7
O=[N+]([O-])c1ccc(N2N=C(c3ccccc3)CC2c2ccccc2O)cc1 (stereo not drawn)
→ -1.2 | .
O=C(COc1ccccc1)NCCSCc1ccco1
→ 1.3 | 14.7
Cc1nc2cc(C(=O)NCc3ccc4c(c3)OCO4)ccc2n1-c1ccc(Br)cc1
→ 0.7 | 9.0

Single values from above:
COCCN1Cc2cccc(C(=O)Nc3ccc(S(=O)(=O)N4CCCCCC4)cc3)c2C1=O – STK33 kinase inh: -0.5
COc1ccc(-c2nnco2)cc1OC – STK33 kinase inh: -1.0
C/C(CC(=O)Nc1cc(Cl)ccc1C)=N\NC(N)=O – STK33 kinase inh: -1.4
COc1ccccc1OCc1csc(NC(=O)c2ccco2)n1 – STK33 kinase inh: -1.8
C=CCNc1nc(N2CCOCC2)nc(N2CCOCC2)n1 – OX1R antag: -3.7
CC(C)n1cc(NC(=O)C2CC(c3cccc(Br)c3)=NO2)cn1 (stereo not drawn) – OX1R antag: 23.2
CCN(CC)C(=O)CSc1nc2cc3c(cc2c(=O)n1Cc1ccc(OC)cc1)OCO3 – STK33 kinase inh: 2.1

Following part:
Value order: STK33 kinase inh | OX1R antag
CCNC(=O)/C(=C/c1cccc([N+](=O)[O-])c1)NC(=O)c1ccc(C)cc1
→ -1.9 | 13.3
CCc1nnc(NC(=O)CSc2nc(C)c3c(c2C#N)CCCC3)s1
→ -0.2 | 11.3
CN1CCN(C2=NCCO2)CC1
→ -0.5 | .
CC(=O)n1cc([C@@H]2C=C(C(=O)N3CCN(C)CC3)O[C@H](OCc3ccc(CO)cc3)C2)c2ccccc21
→ 0.3 | 18.4
Cc1cc(=O)oc2c3c(cc(OCC(=O)NCCN4CCOCC4)c12)OC(C)(C)CC3
→ -1.1 | 18.7
COC(=O)c1sc(S(=O)(=O)Nc2ccc3cn[nH]c3c2)c(C(=O)OC)c1C
→ 0.1 | 41.8
CCc1cc(Cn2nc(-c3ccccc3)cc2C(=O)NCc2ccccc2OC)on1
→ 0.1 | 24.0
COc1ccc(-c2nnc(SCc3cc(C)cc(C)c3)o2)cc1
→ -1.6 | 34.1
O=c1cc(-c2ccccc2)nc2nc[nH]n12
→ 1.6 | 6.2
COC(=O)c1cc(NC(=O)Cc2ccccc2[N+](=O)[O-])ccc1Cl
→ 0.2 | 13.1
COCCCNC(=O)/C=C/c1ccc(Cl)cc1
→ -1.2 | 12.4
C/C=C/c1ccc(OCCCNCC(C)O)c(OC)c1 (stereo not drawn)
→ -0.3 | -13.7
CC(C)Oc1cccc(C(=O)C2CCCN(C(=O)CCn3cnnn3)C2)c1 (stereo not drawn)
→ -1.6 | 13.5
CCOc1ccc(Nc2nc3cc(S(=O)(=O)CC)ccc3o2)cc1
→ -2.2 | 11.7
